Screening data from PubChem BioAssay.
BoNT A protease = blocks Botulinum neurotoxin A light chain protease; multiplex microsphere protease substrate cleavage, flow cytometry; inhibition, % at 10 µM; 360,000 tested, 0.17% active; AID 588499; note: plate controls were buffer without enzyme for full effect and enzyme alone for no effect
CCHFV vOTU inh = blocks the CCHF virus ovarian tumor domain protease; 370,000 tested, 0.55% active; CCHFV vOTU protease, Pep-AMC fluorescence; inhibition, % at 11.5 µM; AID 651958; in the data active = inhibition above about 30%; note: 0% = vehicle wells with enzyme and 100% = no enzyme wells
PfHsp40 yeast = restores yeast growth despite PfHsp40 toxicity. 340,000 tested, 0.68% active. S. cerevisiae expressing PfHsp40, growth rescue, ATP luminescence. growth rescue, % at 12.5 µM. AID 504582; in the data active = growth rescue above about 28%, passing the limit was not always enough;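 note: yeast W303a lacking pdr1 and pdr3 grown in galactose medium; growth measured after three days at 30 °C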
Anthrax LF inh2 = anthrax lethal factor protease inhibition; P15917; multiplex microsphere protease cleavage assay, LF; inhibition, % at 10 µM; 360,000 tested, 0.12% active; AID 588501; note: plate controls were buffer without enzyme for full effect and enzyme alone for no effect
Target sequence (P15917 whole entry, looked up): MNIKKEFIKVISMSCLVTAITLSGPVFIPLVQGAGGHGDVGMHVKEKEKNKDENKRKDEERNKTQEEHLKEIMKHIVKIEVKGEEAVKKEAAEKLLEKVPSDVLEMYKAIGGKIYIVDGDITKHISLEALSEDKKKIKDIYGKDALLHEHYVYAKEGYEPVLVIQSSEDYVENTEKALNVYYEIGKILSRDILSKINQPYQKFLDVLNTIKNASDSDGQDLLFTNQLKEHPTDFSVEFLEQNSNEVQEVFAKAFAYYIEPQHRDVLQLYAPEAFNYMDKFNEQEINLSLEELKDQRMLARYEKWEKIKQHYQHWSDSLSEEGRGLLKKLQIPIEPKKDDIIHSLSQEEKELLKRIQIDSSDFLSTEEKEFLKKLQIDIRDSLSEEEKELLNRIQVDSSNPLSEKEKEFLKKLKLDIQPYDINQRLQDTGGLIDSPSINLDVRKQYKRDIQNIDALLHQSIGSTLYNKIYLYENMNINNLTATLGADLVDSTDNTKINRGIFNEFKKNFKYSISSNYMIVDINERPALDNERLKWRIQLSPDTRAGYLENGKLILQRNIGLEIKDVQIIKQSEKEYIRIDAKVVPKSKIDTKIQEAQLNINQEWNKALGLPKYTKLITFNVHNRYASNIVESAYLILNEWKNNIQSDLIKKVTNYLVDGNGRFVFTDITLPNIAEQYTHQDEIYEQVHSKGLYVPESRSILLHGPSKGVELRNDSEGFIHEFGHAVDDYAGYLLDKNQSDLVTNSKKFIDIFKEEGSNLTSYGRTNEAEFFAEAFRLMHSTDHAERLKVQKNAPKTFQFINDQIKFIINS
Vc quorum ag = inducers of Vibrio cholerae quorum light production without autoinducers. AID 588436. V. cholerae BH1578 lux reporter, luminescence, 6 h. 350,000 tested, 0.16% active. activation, % at 18.7 µM; in the data active = activation mostly above about 9.7%, no sharp cut-off; note: not every result past the cut was called active; inactives centre near 0; reference of the scale not given here
Yp Topo-I inh = inhibitors of Yersinia pestis topoisomerase I; activity, % at 10 µM; Y. pestis Topo-I cleavage product accumulation, plate reader; AID 504884; 360,000 tested, 0.064% active; in the data active = activity above about 50%, passing the limit was not always enough; note: inactives centre near 2
DUSP3 inh = inhibitors of human VHR1 phosphatase (DUSP3). recombinant VHR phosphatase, pNPP absorbance. 290,000 tested, 0.52% active. inhibition, % at 13.3 µM. P51452; in the data active = inhibition above about 50%; note: some compounds called inactive have numbers as strong as hits
Target sequence (P51452 whole entry, looked up): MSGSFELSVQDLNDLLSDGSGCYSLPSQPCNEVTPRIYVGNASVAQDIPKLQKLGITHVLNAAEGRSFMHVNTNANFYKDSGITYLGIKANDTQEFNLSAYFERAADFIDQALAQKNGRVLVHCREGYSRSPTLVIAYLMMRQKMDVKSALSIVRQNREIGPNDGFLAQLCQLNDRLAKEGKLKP
SARS 3CLpro inh = SARS-CoV 3CLpro protease inhibition; P0C6X7; recombinant SARS-CoV 3CLpro, quenched FRET peptide cleavage; inhibition, % at 6 µM; 290,000 tested, 0.14% active; in the data active = inhibition above about 12%
PriA SSB inh = K. pneumoniae PriA-SSBct interaction inhibition | AlphaScreen SSBct-PriA binding, biotinylated peptide | inhibition, % at 33 µM | 430,000 tested, 0.6% active | AID 1272365; in the data active = inhibition mostly above about 37%, no sharp cut-off; inactive = mostly below about 20%;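 note: plate controls were negative control peptide for no effect and reference peptide for full effect; strong numbers were not always called active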
TcdB inh = blocks C. difficile toxin B glycohydrolase activity; inhibition, % at 9.99 µM; 350,000 tested, 0.24% active; AID 652162; P18177; TcdB glycohydrolase enzymatic assay, plate reader; in the data active = inhibition above about 10%
The depositor's hits bear a star; i = inactive; / = not tested or not shown; & = joins results of further samples. Cut-off read from the data, not from the text of the source, unless noted: active = inhibition above about 30%; inconclusive = no clear call, values can overlap the other calls; inactive = below that.

Second line of a record – Anthrax LF inh2	DUSP3 inh	Yp Topo-I inh	PriA SSB inh	CCHFV vOTU inh	Vc quorum ag	TcdB inh	BoNT A protease	SARS 3CLpro inh	PfHsp40 yeast
Cc1cccc(NC(=O)c2ccc(Cl)c(S(=O)(=O)N3CCCC3)c2)n1
→ -3	24	10	-3	1	0.1	1.1	-1.1	-2	2.8
Cc1ccc(S(=O)(=O)NCC(c2cccnc2)N(C)C)cc1 (stereo not drawn)
→ -4	-11	-10	-9	3	i	/	-2.4	2	-0.9
CN(Cc1ccccc1)C(=O)c1cccc(NC(=O)Cc2cccc([N+](=O)[O-])c2)c1
→ -2	/	9	-4	-1	-0.6	-0.4	0.2	/	0.4
O=C(C1CCN(S(=O)(=O)N2CCOCC2)CC1)N1CCN(Cc2ccc3c(c2)OCO3)CC1
→ 3	29	7	-25	7	/	-0.5	0.7	0	-0.1
O=C(COC(=O)c1cc(S(=O)(=O)N2CCCCC2)ccc1N1CCOCC1)NCCc1ccc(F)cc1
→ -8	18	27	-2	-9	/	0.7	-0.3	6	1.4
O=C(NCc1ccco1)C(=S)N1CCCC1
→ 2	11	0	-1	-6	-0.3	-2.4	0.7	1	-0.6
CCOC(=O)c1ccc(NC(=S)N(CCCN2CCN(CC)CC2)Cc2ccco2)cc1
→ 0	22	-2	6	-9	2.3	2.7	-0.1	-1	-0.7
Cc1ccc(OCC(=O)Nc2ccc3c(c2)OCO3)c(C)c1
→ -3	29	0	-9	14	1.0	1.2	0.2	4	1.0
Cc1cc2[nH]c(=O)c(=O)[nH]c2cc1S(=O)(=O)Nc1cccc(Cl)c1C
→ 2	21	-11	0	1	-0.2	0.5	-1.2	3	-2.1
Cc1ccc(CNC(=S)Nc2ccc(OC(F)F)cc2C)cc1
→ 2	-27	-1	-4	4	-0.3	0.5	-0.4	2	0.4
O=C(NC1CCCCCCC1)C1CCC(CNc2c(N3CCCC3)c(=O)c2=O)CC1 (stereo not drawn)
→ -4	-18	-7	-16	1	-0.2	0.0	0.0	1	1.1
N#C/C(=C/c1cn(-c2ccccc2)nc1-c1cccc(OCc2ccc(F)cc2)c1)C(=O)NCCCn1ccnc1
→ -1	5	25	24	10	-0.1	/	-1.0	2	-2.1
O=C1N[C@H](Cc2ccccc2)COC(=O)[C@@H](Cc2ccc(F)cc2)C/C=C\C[C@H]1CC(=O)N(CCO)Cc1ccccc1
→ -6	/	8	2	9	-0.4	1.3	-0.2	/	-0.1
Cc1cccc(N/C(N)=N/c2nc(C)cc(=O)[nH]2)c1
→ -6	-1	-8	/	-8	0.3	0.9	-3.6	-4	-2.1
COc1ccc(C2=[N+]([O-])C(C)(C)C(c3ccccc3)=N2)cc1
→ -10	34	-7	-1	-10	-0.2	0.6	-0.4	-2	1.4
COc1cc(C(=O)N(Cc2ccccc2)c2cccc(C)c2)ccc1OCC(=O)N1CCOCC1
→ -1	/	29	/	29	i	-0.4	0.0	/	/
CC(=O)C(C(c1ccccc1)N1CCCc2ccccc21)N1CCOCC1 (stereo not drawn)
→ -1	/	11	1	-1	i	-3.1	-1.2	/	2.5
COc1cc(OC)cc(C(=O)NNC(=O)c2cc(S(=O)(=O)N3CCOCC3)ccc2F)c1
→ /	/	0	-5	0	i	-0.1	/	/	-0.2
CCN(CCn1cccn1)Cc1cn[nH]c1-c1ccc(-c2ccccc2)cc1
→ -1	16	25	4	17	0.5	1.6	0.2	-3	-0.3
O=c1c(-c2ccc(Br)cc2)coc2c(CN3CCCCC3)c(O)ccc12
→ 7	9	0	-8	-43	i	1.0	-2.2	-2	-0.5
Cn1cc(Br)c(NC(=O)/C=C/C(=O)O)n1
→ 2	16	3	-6	-3	-0.3	1.1	1.3	0	0.0
Cc1ccc(S(=O)(=O)NCC2CCC(C(=O)NCCCN3CCOCC3)CC2)cc1 (stereo not drawn)
→ 1	22	-1	-10	-4	i	/	-1.1	1	2.4
Cc1nn(-c2ccccc2)c(C)c1C(=O)OCC(=O)Nc1cccc(S(N)(=O)=O)c1
→ 5	/	4	-3	8	i	0.6	-1.2	/	0.7
COc1ccc2c(Cl)c(C(=O)NCc3ccco3)sc2c1
→ -5	-4	-5	-7	4	-0.4	/	-2.0	6	-0.4
O=C(NCc1ccco1)Nc1cccc2ccccc12
→ -4	/	-2	-8	5	5.9	1.4	-0.1	/	1.9
COc1ccc(N(C(=O)CNC(=O)c2ccco2)C(C(=O)NC2CCCCC2)c2cccnc2)cc1 (stereo not drawn)
→ 1	-20	5	0	7	-0.4	-0.5	0.9	-8	0.3
Cc1cc(C)cc(OCC(=O)OCC(=O)c2ccc3c(c2)NC(=O)CO3)c1
→ -4	0	23	-12	-1	-5.6	/	1.2	4	-1.0
CCN(C(=O)CN1CCCc2cc(C)ccc21)c1c(N)n(Cc2ccccc2)c(=O)[nH]c1=O
→ -4	/	0	8	-5	-1.4	0.6	-0.4	/	-0.6
O=C(COC(=O)CNS(=O)(=O)c1ccccc1)NC12CC3CC(CC(C3)C1)C2
→ -2	30	12	5	7	-1.6	1.2	-0.5	2	-1.7
Cc1nc2ccccn2c1P(=Nc1ccccc1)(N(C)C)N(C)C
→ 4	14	-2	-5	-3	i	-0.9	1.3	-8	-0.3

For reference, part of the list above.
Second line of a record – Anthrax LF inh2	DUSP3 inh	Yp Topo-I inh	PriA SSB inh	CCHFV vOTU inh	Vc quorum ag	TcdB inh	BoNT A protease	SARS 3CLpro inh	PfHsp40 yeast
Cc1ccc(S(=O)(=O)NCC2CCC(C(=O)NCCCN3CCOCC3)CC2)cc1 (stereo not drawn)
→ 1	22	-1	-10	-4	i	/	-1.1	1	2.4
Cc1nn(-c2ccccc2)c(C)c1C(=O)OCC(=O)Nc1cccc(S(N)(=O)=O)c1
→ 5	/	4	-3	8	i	0.6	-1.2	/	0.7
COc1ccc2c(Cl)c(C(=O)NCc3ccco3)sc2c1
→ -5	-4	-5	-7	4	-0.4	/	-2.0	6	-0.4
O=C(NCc1ccco1)Nc1cccc2ccccc12
→ -4	/	-2	-8	5	5.9	1.4	-0.1	/	1.9
COc1ccc(N(C(=O)CNC(=O)c2ccco2)C(C(=O)NC2CCCCC2)c2cccnc2)cc1 (stereo not drawn)
→ 1	-20	5	0	7	-0.4	-0.5	0.9	-8	0.3
Cc1cc(C)cc(OCC(=O)OCC(=O)c2ccc3c(c2)NC(=O)CO3)c1
→ -4	0	23	-12	-1	-5.6	/	1.2	4	-1.0
CCN(C(=O)CN1CCCc2cc(C)ccc21)c1c(N)n(Cc2ccccc2)c(=O)[nH]c1=O
→ -4	/	0	8	-5	-1.4	0.6	-0.4	/	-0.6
O=C(COC(=O)CNS(=O)(=O)c1ccccc1)NC12CC3CC(CC(C3)C1)C2
→ -2	30	12	5	7	-1.6	1.2	-0.5	2	-1.7
Cc1nc2ccccn2c1P(=Nc1ccccc1)(N(C)C)N(C)C
→ 4	14	-2	-5	-3	i	-0.9	1.3	-8	-0.3

(cont.)
Second line of a record – Anthrax LF inh2	DUSP3 inh	Yp Topo-I inh	PriA SSB inh	CCHFV vOTU inh	Vc quorum ag	TcdB inh	BoNT A protease	SARS 3CLpro inh	PfHsp40 yeast
CCCNC(=O)C(Cc1cccc(OC)c1)NC(=O)c1ccc(C(C)(C)C)cc1 (stereo not drawn)
→ -3	/	45	1	-2	i	/	0.4	/	-0.7
Cc1cc(O)c(C(=O)/C=C/c2c(F)c(F)c(F)c(F)c2F)c(=O)o1
→ 3	/	-5	3	-10	0.0	0.1	4.2	-4	-0.6
CCN(CC)C(=O)COc1ccc(Br)cc1Cl
→ -2	6	7	-6	-5	0.1	/	-0.8	-4	-2.2
COc1ccc(CN2C(=O)C(Cc3ccccc3)Nc3ncnc(N4CCOCC4)c32)cc1 (stereo not drawn)
→ -7&1	/	12	2	2	i	-0.6	-0.5&0.9	/	45*
COC(=O)CCCC[C@@H]1O[C@H](CCc2ccccc2)CC2=C1C(=O)OC(C)(C)O2
→ 0	/	/	/	15	/	0.2	-0.2	/	/
COc1ccc(OCC(=O)Nc2ccccc2C(=O)N2CCOCC2)cc1
→ 1	-21	5	7	-2	-1.3	0.1	0.3	-1	-0.4
CC1CC(C)CN(C(=O)COC(=O)Cc2c[nH]c3ccccc23)C1 (stereo not drawn)
→ -4	/	4	-4	-6	i	2.5	-1.8	/	-0.8
O=C(Cc1ccccc1[N+](=O)[O-])NCC(=O)c1ccc2c(c1)OCO2
→ -4	/	0	1	-8	i	2.7	-0.4	/	0.3
Cc1ccn2cc(-c3ccc(Br)cc3)nc2c1
→ -7	26	4	-1	8	-0.2	2.4	0.6	3	-1.4
CN(C(=O)c1ccncc1)c1nnc(-c2cccnc2)s1
→ 3	27	5	-8	-6	/	/	0.7	0	0.4
Nc1nonc1-n1nnc(C(=O)O)c1-c1cccs1
→ 0	-12	-1	-7	-8	-2.9	/	-0.6	4	-0.7
CC(=O)Nc1ccc(OCC(O)CN2CCN(c3ccc(F)cc3)CC2)cc1 (stereo not drawn)
→ 0	11	-9	8	6	i	1.5	1.6	-6	-1.4
C/C(=N/NC(=O)c1ccncc1)c1ccc(NC(=O)c2ccc(Cl)cc2Cl)cc1
→ 3	2	1	/	10	-2.2	0.1	1.5	-6	1.2
O=C(Nc1nccs1)C(c1ccccc1)N1CCCC1 (stereo not drawn)
→ -5	24	6	-2	3	i	1.1	0.4	3	-0.9
COc1cc(CCC(=O)OCC(=O)Nc2ccc(F)c(F)c2)cc(OC)c1OC
→ -1	24	-4	-4	13	-0.2	2.5	-2.3	2	-1.3
Oc1ccc(Cl)cc1CNCc1ccc(C(F)(F)F)cc1
→ -2	/	-8	-36	-4	i	3.5	-0.9	/	0.4
CC(C)CCN(CCC(C)C)C/C(O)=C(\C#N)c1nc(-c2ccccc2)cs1
→ -1	39	7	13	-9	-0.6	/	1.3	0	0.5

Compounds shown so far that contain a nitro group on carbon, in the order listed:
Second line of a record – Anthrax LF inh2	DUSP3 inh	Yp Topo-I inh	PriA SSB inh	CCHFV vOTU inh	Vc quorum ag	TcdB inh	BoNT A protease	SARS 3CLpro inh	PfHsp40 yeast
CN(Cc1ccccc1)C(=O)c1cccc(NC(=O)Cc2cccc([N+](=O)[O-])c2)c1
→ -2	/	9	-4	-1	-0.6	-0.4	0.2	/	0.4
O=C(Cc1ccccc1[N+](=O)[O-])NCC(=O)c1ccc2c(c1)OCO2
→ -4	/	0	1	-8	i	2.7	-0.4	/	0.3

This is a subset, so the mix of outcomes need not match the whole.
